KKLEB cytotox – counter-screen for CF NF-kB inhibitors: cytotoxicity | KKLEB CF airway cells viability, ATPlite luminescence, overnight; active compounds read low; cells stimulated with P. aeruginosa culture filtrate | activity change (cytotoxicity), % at 5 µM | 0.36% of 360,000 active | AID 602141;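 active means corrected activity change at or below -50% at 5 µM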
TWEAK Fn14 block – TWEAK-Fn14 signaling inhibition; TWEAK-stimulated Fn14 reporter cells, luciferase luminescence, 8 h; inhibition, % at 10 µM; 2% of 360,000 active; AID 1159606; in the data active means inhibition above about 50%
SRC3 inh – inhibits human SRC3 coactivator; inhibition, % at 3.6 µM; Q9Y6Q9; HEK293 GAL4-SRC3 luciferase reporter, luminescence; AID 588352; 0.17% of 360,000 active;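 active means inhibition above a per-campaign cutoff, the mean of all compounds plus 3 SD, cut at about 60% in these data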;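 further: 0% = DMSO-treated cells and 100% = gossypol-treated cells at 36 µM; higher means less SRC3-driven luciferase light from the GAL4 reporter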
TROY signal inh – TROY signaling inhibition | inhibition, % at 10 µM | 0.98% of 360,000 active | Q293 LMP1-TROYcd NF-kB luciferase reporter, 4 h | AID 1347056;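 active means compounds whose plate-normalised and pattern-corrected inhibition of the luciferase reporter signal at the single screening dose is 50% or more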
EBV LMP1 NFkB – Epstein-Barr LMP1 NF-kappaB reporter inhibition; AID 504558; LMP1-induced NF-kappaB luciferase reporter cells, luminescence; inhibition, % at 12.5 µM; 0.69% of 350,000 active; in the data active means inhibition above about 41%;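 further: 0% = neutral control wells and 100% = reference inhibitor control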
Shn3 3UTR inh – Schnurri-3 reporter inhibition in Clone20 osteoblasts | Clone20 osteoblast Shn3 3'UTR firefly luciferase, 24 h | inhibition, % at 12.5 µM | 0.52% of 360,000 active;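 active means mean inhibition of at least 75% with every replicate also reaching 75%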;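 further: 0% = median of neutral control wells and 100% = pilot-screen positive control compound; some compounds past the cut are filed as inactive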
NR2F2 inh – blocks human COUP-TFII nuclear receptor; HEK293T NGFI-A luciferase reporter, luminescence; inhibition, % at 8.6 µM; AID 686940; 0.7% of 370,000 active;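 active means inhibition above a per-plate cutoff, mean inhibition of test wells between control levels plus 3 SD, cut at about 38% in these data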;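 further: cells cotransfected with COUP-TFII expression vector driving the NGFI-A reporter; 0% = median of COUP-TF2 test wells and 100% = reporter-only cells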
Target sequence (P24468 whole entry, looked up): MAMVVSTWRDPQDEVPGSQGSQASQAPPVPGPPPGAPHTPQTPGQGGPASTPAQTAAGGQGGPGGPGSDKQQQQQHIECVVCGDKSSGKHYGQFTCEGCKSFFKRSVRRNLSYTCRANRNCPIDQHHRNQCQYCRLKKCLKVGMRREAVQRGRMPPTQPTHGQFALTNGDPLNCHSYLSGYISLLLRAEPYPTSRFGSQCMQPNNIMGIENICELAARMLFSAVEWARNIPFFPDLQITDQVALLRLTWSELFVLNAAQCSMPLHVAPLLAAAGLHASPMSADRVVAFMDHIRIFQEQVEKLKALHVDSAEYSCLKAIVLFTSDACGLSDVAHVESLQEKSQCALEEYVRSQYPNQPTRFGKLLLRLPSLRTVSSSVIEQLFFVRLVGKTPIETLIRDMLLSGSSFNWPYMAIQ
SRC1 inh – human NCOA1 inhibition. Q15788. HEK293 GAL4-SRC1 luciferase reporter, luminescence. inhibition, % at 3.6 µM. 0.12% of 360,000 active;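 active means inhibition above the campaign mean plus 3 SD, with each screening campaign given its own cutoff, cut at about 60% in these data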;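 further: 0% = DMSO treated cells and 100% = gossypol at 36 µM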
C8 TRAIL sens – sensitizes caspase-8 expressing cells to TRAIL; NB7+C8 cells + TRAIL, ATPlite viability luminescence; inhibition (viability loss, TRAIL sensitization), % at 10 µM; 1% of 360,000 active;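 active means compounds causing at least 50% loss of cell viability in the single-dose screen, relative to plate controls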
CF NFkB inh – inhibitors of cystic fibrosis induced NF-kB; inhibition, % at 5 µM; KKLEB NF-kB-GFP reporter, PAF-induced, GFP fluorescence overnight; 0.86% of 360,000 active;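 active means at least 50% inhibition at 5 µM, scaled per plate between neutral and stimulator controls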;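 further: PAF is a Pseudomonas aeruginosa culture filtrate used as stimulus; plate controls were PAF-stimulated DMSO wells for no effect and unstimulated DMSO wells for full effect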
NR5A2 inv ag – NR5A2 inverse agonism in reporter assay; 0.13% of 360,000 active; O00482; inhibition, % at 3.6 µM; HEK293T StAR-luciferase reporter, LRH-1 transfected, 24 h;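 active means inhibition above the mean inhibition of all tested compounds plus 3 SD, cut at about 73% in these data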;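 further: 0% = DMSO wells and 100% = reporter-only cells lacking LRH-1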
Target sequence (O00482 whole entry, looked up): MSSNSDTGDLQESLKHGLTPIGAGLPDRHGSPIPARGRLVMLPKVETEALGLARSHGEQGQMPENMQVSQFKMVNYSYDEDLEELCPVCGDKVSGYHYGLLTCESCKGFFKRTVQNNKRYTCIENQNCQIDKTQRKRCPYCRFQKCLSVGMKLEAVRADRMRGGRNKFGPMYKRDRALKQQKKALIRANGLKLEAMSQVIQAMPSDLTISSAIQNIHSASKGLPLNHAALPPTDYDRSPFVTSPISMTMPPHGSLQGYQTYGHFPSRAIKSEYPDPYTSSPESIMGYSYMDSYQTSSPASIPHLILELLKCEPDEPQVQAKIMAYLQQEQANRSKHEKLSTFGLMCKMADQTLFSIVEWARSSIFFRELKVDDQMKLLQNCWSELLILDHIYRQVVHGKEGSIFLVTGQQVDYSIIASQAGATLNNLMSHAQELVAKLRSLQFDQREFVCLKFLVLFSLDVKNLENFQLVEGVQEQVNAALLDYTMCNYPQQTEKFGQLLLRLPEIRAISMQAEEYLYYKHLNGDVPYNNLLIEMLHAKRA
Numbers without * were called inactive; · = no result given. A portion of the library. The share of hits here may be higher or lower than overall.

[1] O=C(Nc1ccccc1)c1nc[nH]c1C(=O)NCCCNC(=O)c1[nH]cnc1C(=O)Nc1ccccc1
[2] CC(C)(C)c1ccc(C(=O)O/N=C(\N)c2ccccc2)cc1
[3] CCOC(=O)c1c(O)c(O)c(C(=O)OCC)n1-c1ccccc1
[4] COc1ccc(NC(=O)c2cc3c(-c4ccc(OC)c(OC)c4)nn(C)c3s2)cc1OC
[5] Cc1cc(NC(=O)COC(=O)c2ccccc2O)no1
[6] CCN(CC(=O)Nc1c(F)cccc1F)C(=O)Cc1sc(C)nc1-c1ccc(F)cc1
[7] CCCC(=O)Nc1nc(-c2ccccc2)c(CC)s1
[8] Cc1cc2oc(=O)cc(CN3CCCCC3C)c2c(C)c1Cl (stereo unspecified)

| assay / entry | 1 | 2 | 3 | 4 | 5 | 6 | 7 | 8 |
| --- | --- | --- | --- | --- | --- | --- | --- | --- |
| KKLEB cytotox | -29 | -12 | -2 | -21 | 13 | 2 | 10 | 8 |
| TWEAK Fn14 block | 7 | 105* | -1 | 58* | -6 | 4 | 9 | -21 |
| SRC3 inh | 5 | 82* | 10 | 35 | 10 | 2 | 10 | -19 |
| TROY signal inh | 7 | 90* | 2 | -50 | -5 | 12 | -1 | -6 |
| EBV LMP1 NFkB | 3 | 57* | 2 | 13 | -1 | -3 | 1 | 2 |
| Shn3 3UTR inh | 3 | 70 | 0 | 4 | -10 | -13 | 16 | -18 |
| NR2F2 inh | 5 | 86* | -4 | -22 | -13 | 4 | 7 | 10 |
| SRC1 inh | 6 | 82* | 5 | 24 | 5 | -11 | -26 | -18 |
| C8 TRAIL sens | 18 | 93* | 11 | 34 | -4 | -2 | -4 | 2 |
| CF NFkB inh | 17 | 3 | -5 | 87* | -15 | -2 | -16 | 15 |
| NR5A2 inv ag | -9 | 69 | 13 | 26 | 4 | 0 | 13 | -10 |

[9] O=C(CCCSc1nc2ccccc2s1)NCc1ccco1
[10] COc1cc(OC)c(/C=C2\SC(=O)N(CC(=O)Nc3ccccc3F)C2=O)c(OC)c1
[11] NC(=O)C1CCN(C(=O)CSc2nc(O)cc(=O)[nH]2)CC1
[12] Cc1cc(C)n2nc(C(=O)Nc3ccn(Cc4ccccc4C)n3)cc2n1
[13] CCCn1nnnc1SCC(=O)N1CCN(C(=O)c2ccco2)CC1
[14] COc1ccccc1CNC(=O)c1cccnc1
[15] Cc1cc(=O)oc(C)c1C(=O)NCc1c(F)cc(F)cc1F
[16] O=C(COC(=O)/C=C/c1cccc(F)c1)NC1CCCCC1

| assay / entry | 9 | 10 | 11 | 12 | 13 | 14 | 15 | 16 |
| --- | --- | --- | --- | --- | --- | --- | --- | --- |
| KKLEB cytotox | 0 | -16 | -18 | -2 | 3 | -4 | 6 | 8 |
| TWEAK Fn14 block | 26 | -61 | 0 | -15 | -10 | 5 | 0 | -15 |
| SRC3 inh | 10 | -13 | 1 | 8 | 1 | 5 | -13 | 6 |
| TROY signal inh | 5 | 15 | 16 | 24 | -7 | -12 | 10 | -11 |
| EBV LMP1 NFkB | -17 | 44* | 4 | 6 | -3 | -15 | -19 | -3 |
| Shn3 3UTR inh | -5 | 5 | -4 | 28 | -2 | 12 | -10 | -38 |
| NR2F2 inh | -8 | -8 | 6 | 7 | 0 | 1 | -12 | 5 |
| SRC1 inh | -17 | 3 | -27 | 7 | -2 | -24 | -3 | -4 |
| C8 TRAIL sens | 0 | -14 | 4 | -1 | -10 | 0 | 3 | -9 |
| CF NFkB inh | -12 | 24 | -4 | -1 | -2 | -4 | -4 | -18 |
| NR5A2 inv ag | -19 | 12 | -13 | -2 | 17 | 5 | 7 | -22 |

[17] C=CCNC(=O)CN1CCC(c2nc3cc(C)c(C)cc3[nH]2)CC1
[18] O=C1CCC(=O)N(O)CCCCCNC(=O)CCC(=O)N(O)CCCCCNC(=O)CCC(=O)N(O)CCCCCN1
[19] C=CCCC(=O)NC1CC(C)(C)Cc2c1cnn2-c1cccc(F)c1 (stereo unspecified)
[20] Nc1ccc(Oc2ccc([N+](=O)[O-])cc2[N+](=O)[O-])cc1
[21] COc1ccccc1N(CC(=O)NCCSCc1ccccc1)S(=O)(=O)c1ccc(C)cc1
[22] CCn1c2ccccc2c2nnc(SCC(=O)NCc3cccs3)nc21
[23] Cc1ccccc1NC(=O)c1cc2c(=O)n3cccc(C)c3nc2s1
[24] COc1ccc2cc3c(N)nn(C(=O)c4ccccc4Cl)c3nc2c1

| assay / entry | 17 | 18 | 19 | 20 | 21 | 22 | 23 | 24 |
| --- | --- | --- | --- | --- | --- | --- | --- | --- |
| KKLEB cytotox | -3 | 0 | -3 | -6 | -7 | -6 | -21 | -5 |
| TWEAK Fn14 block | -3 | -11 | -9 | -14 | 37 | -19 | -39 | 82* |
| SRC3 inh | -7 | -6 | -26 | 5 | -5 | 5 | 9 | 60 |
| TROY signal inh | 20 | -5 | 4 | -13 | 37 | -16 | -27 | 50 |
| EBV LMP1 NFkB | 11 | -5 | -4 | -17 | -14 | -2 | 0 | 80* |
| Shn3 3UTR inh | 15 | 3 | -19 | -17 | 30 | 1 | -8 | 8 |
| NR2F2 inh | 4 | 7 | -21 | 12 | -7 | 11 | -4 | 45* |
| SRC1 inh | -14 | -51 | 7 | 4 | -10 | 3 | 19 | 74* |
| C8 TRAIL sens | 15 | 13 | -7 | -4 | 9 | 4 | 21 | 13 |
| CF NFkB inh | 5 | -3 | 2 | -4 | 6 | 0 | 28 | 77* |
| NR5A2 inv ag | -3 | -5 | 7 | 4 | -3 | 9 | 8 | 50 |

[25] CC1(c2nc3ccccc3[nH]2)CCC(=O)N1C1CC1 (stereo unspecified)
[26] CCC1Sc2ccccc2N(CC(=O)NC2CCCC2)C1=O (stereo unspecified)
[27] CCn1nc(C)c([N+](=O)[O-])c1C(=O)NNC(=O)c1ccc(Cl)cc1
[28] CC1Cc2nc(SCC(=O)NCc3ccco3)n(Cc3ccccc3)c(=O)c2S1 (stereo unspecified)
[29] O=S(=O)(Cc1ccccc1)c1nc2ccccc2n1Cc1ccccn1
[30] N=C1C(c2ccccc2)=C(O)CN1NC(=O)c1ccc(Cl)cc1
[31] CCOc1ccc2nc(SCC(=O)c3ccc(Cl)s3)sc2c1
[32] Oc1cc2c(cc1C(c1ccc(Cl)c(Cl)c1)N1CCCC1)OCO2 (stereo unspecified)

| assay / entry | 25 | 26 | 27 | 28 | 29 | 30 | 31 | 32 |
| --- | --- | --- | --- | --- | --- | --- | --- | --- |
| KKLEB cytotox | -11 | -1 | -5 | -1 | 9 | 6 | 0 | -48 |
| TWEAK Fn14 block | -1 | -13 | 7 | 24 | 6 | 12 | -19 | 16 |
| SRC3 inh | -22 | 18 | 12 | -29 | 11 | 3 | -3 | -14 |
| TROY signal inh | 14 | 7 | -20 | 5 | 5 | -29 | 4 | 16 |
| EBV LMP1 NFkB | · | 0 | 4 | -7 | -5 | 0 | -4 | 1 |
| Shn3 3UTR inh | -12 | 19 | 14 | -18 | 0 | 21 | -26 | 24 |
| NR2F2 inh | 8 | 2 | 1 | -24 | -14 | -2 | 14 | 4 |
| SRC1 inh | -12 | -4 | 2 | -5 | -2 | -19 | -5 | 4 |
| C8 TRAIL sens | -21 | 24 | 3 | -46 | -8 | 0 | -12 | -4 |
| CF NFkB inh | -25 | 7 | 8 | -7 | -1 | -8 | 3 | 64* |
| NR5A2 inv ag | 2 | 11 | 9 | -7 | 15 | 0 | -25 | 4 |

[33] COc1ccc(OC)c(S(=O)(=O)Nc2ccccc2SC)c1
[34] CCc1c(C)sc(NC(=O)C2CC2c2ccccc2)c1C(N)=O (stereo unspecified)
[35] COC(=O)C1SCC2C(=O)N(Cc3ccccc3)CC(=O)N21 (stereo unspecified)
[36] COc1ccc(NC2CCCN(C(=O)c3cccc(N4CCNC4=O)c3)C2)cc1 (stereo unspecified)
[37] Cc1ccc(NC(=O)c2nc[nH]c2C(=O)N(C)CCO)cc1
[38] Cc1ccc(Nc2nc(N)nc(CSC(=S)N3CCOCC3)n2)c(C)c1
[39] C=CCN1C(=O)/C(=C\c2cccs2)C(C(=O)OC)=C1C
[40] COCc1ccc(C(=O)NC2CCCc3c2cnn3-c2ccc(C)c(C)c2)o1 (stereo unspecified)

| assay / entry | 33 | 34 | 35 | 36 | 37 | 38 | 39 | 40 |
| --- | --- | --- | --- | --- | --- | --- | --- | --- |
| KKLEB cytotox | 0 | -6 | 4 | -1 | -7 | -6 | -10 | -9 |
| TWEAK Fn14 block | 9 | -32 | 3 | 12 | 7 | -18 | -1 | 9 |
| SRC3 inh | 15 | -43 | -8 | -22 | -9 | -39 | -3 | 17 |
| TROY signal inh | -9 | -18 | 16 | 4 | -20 | -84 | -15 | 9 |
| EBV LMP1 NFkB | -2 | -9 | 3 | 1 | 2 | -11 | 10 | 15 |
| Shn3 3UTR inh | -17 | -9 | 39 | -6 | -15 | -22 | -2 | 61 |
| NR2F2 inh | -2 | -37 | -5 | -11 | 2 | -10 | -3 | 24 |
| SRC1 inh | -19 | -19 | 8 | 13 | -1 | -78 | -1 | 4 |
| C8 TRAIL sens | -22 | 18 | 2 | -7 | -11 | 2 | -7 | 7 |
| CF NFkB inh | -11 | 10 | 7 | -6 | 15 | 10 | -14 | 20 |
| NR5A2 inv ag | -1 | -57 | 4 | -5 | -14 | -111 | 31 | 7 |

[41] CC1(C)CC(=O)C(c2ccccc2)(c2ccccc2)C(=O)C1
[42] O=C(NC(=S)Nc1ccccn1)c1ccc([N+](=O)[O-])cc1
[43] COc1ccc(NS(=O)(=O)c2ccc(NS(=O)(=O)c3ccc(C)cc3)cc2)nn1
[44] COc1ccc(CCNC(=O)C2=CCN(S(=O)(=O)c3ccc(F)cc3)CC2)cc1OC
[45] CS(=O)(=O)N1CCc2cc(C(=O)N3CCN(c4ccc(F)cc4)CC3)ccc21

| assay / entry | 41 | 42 | 43 | 44 | 45 |
| --- | --- | --- | --- | --- | --- |
| KKLEB cytotox | 22 | 7 | 22 | 3 | -11 |
| TWEAK Fn14 block | -4 | -27 | 6 | -9 | 6 |
| SRC3 inh | -3 | -38 | 4 | 8 | 0 |
| TROY signal inh | 6 | -65 | -13 | -23 | -7 |
| EBV LMP1 NFkB | -12 | -31 | 5 | 8 | -5 |
| Shn3 3UTR inh | 2 | -175 | 6 | -3 | -16 |
| NR2F2 inh | -3 | -45 | 12 | 11 | 9 |
| SRC1 inh | 9 | -71 | 2 | -4 | -1 |
| C8 TRAIL sens | 7 | 47 | -9 | -10 | -4 |
| CF NFkB inh | -7 | 1 | -22 | -12 | 7 |
| NR5A2 inv ag | 0 | -79 | 5 | 9 | -4 |

Screens (PubChem BioAssay)
